Mito fusion yeast – mitochondrial division inhibition or fusion activation. S. cerevisiae fusion-defective mutant growth rescue, CellTiterGlo 48 h. Potency, µM (series often up to 46.1 µM), without a hit: top-dose growth rescue (activation), actives largely listed as activators. 320,000 compounds, 0.23% hits. AID 485298;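 also: potency is read from the fitted curve at half-maximal effect; % of control where 0% means no effect; nearly all actives have a fitted effect of over 45% in size; temperature-sensitive fusion mutants such as fzo1-1 at 37 °C on non-fermentable ethanol glycerol medium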
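S. cerevisiae fusion-defective temperature-sensitive mutants (e.g. fzo1-1, mgm1-5) grown 48 h at 37C in YPEG (ethanol/glycerol non-fermentable) medium with 23 nl compound per well; growth rescue read as CellTiterGlo luminescence.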
ELG1 repair inh – blocks ELG1-dependent DNA repair in HEK293T cells; AID 504467; 330,000 compounds, 2.3% hits; HEK293T ELG1-luciferase reporter, luminescence, 16 h; DNA damage induced by 5-fluorouridine; Potency, µM (series often up to 46.1 µM), for the others: at the highest dose activity change, negative = inhibition, most hits filed as inhibitors; also: potency is read from the fitted curve at half-maximal effect; % is scaled to controls: 0 for no effect and ±100 for the full control effect; nearly all actives have a fitted effect of over 55% in size
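Overnight (16 hr) co-exposure of 2,000 cells/well to 5-fluorouridine and compound at 37 °C preceded detection. Luciferase was quantified via ONE-Glo luminescence; loss of signal denotes inhibition.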
Eya2 inh – blocks the phosphatase activity of human Eya2. recombinant Eya2, OMFP fluorescence dephosphorylation (OMFP is methylfluorescein phosphate). AID 488837. O00167. 330,000 compounds, 0.006% hits. Potency, µM (doses to about 76.9 µM), for inactives: top-dose activity, negative = inhibition, hits mostly inhibitors; also: potency is read from the fitted curve at half-maximal effect; % is scaled to controls: 0 for no effect and ±100 for the full control effect
Target sequence (O00167 whole entry, looked up): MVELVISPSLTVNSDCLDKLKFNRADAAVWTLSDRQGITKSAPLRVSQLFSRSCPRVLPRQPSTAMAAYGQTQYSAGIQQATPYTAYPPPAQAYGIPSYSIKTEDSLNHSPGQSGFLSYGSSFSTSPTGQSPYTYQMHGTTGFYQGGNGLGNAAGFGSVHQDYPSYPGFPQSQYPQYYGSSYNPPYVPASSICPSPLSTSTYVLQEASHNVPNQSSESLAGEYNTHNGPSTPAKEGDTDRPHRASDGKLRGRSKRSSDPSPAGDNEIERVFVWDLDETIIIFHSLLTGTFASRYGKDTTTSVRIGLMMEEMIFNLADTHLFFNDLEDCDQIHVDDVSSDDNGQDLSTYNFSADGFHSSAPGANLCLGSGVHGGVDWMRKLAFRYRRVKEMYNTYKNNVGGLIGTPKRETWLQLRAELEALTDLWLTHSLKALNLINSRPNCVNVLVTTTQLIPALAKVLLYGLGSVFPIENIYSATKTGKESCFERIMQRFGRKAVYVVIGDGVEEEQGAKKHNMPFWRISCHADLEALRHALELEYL
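Eya2 (0.2 uM) preincubated 10 min at ambient with compound, then OMFP substrate added at 50 uM; 10 min reaction in 50 mM HEPES pH 7.5, 50 mM NaCl, 5 uM MgCl2, 0.05% BSA, 1 mM DTT. Fluorescence read at Ex 485/Em 525 nm.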
TSG101-PTAP inh – blocks PTAP/TSG101 interaction to inhibit HIV-1 budding. Q99816. 340,000 tested, under 10 active. Potency, µM (highest dose often 115 µM), for inactives: at the highest dose activity change, negative = inhibition, usual class: inhibitors. AID 493005. Fluorescence polarization, FITC-PTAP peptide / Tsg101 binding; active = well fitted inhibition curve with a large enough effect in the main read-out, with a control signal flat, not every such curve was filed as active; inconclusive = small, poorly fitted or top-dose-only effect, or effect the other way, or a change in a side signal; inactive = no such curve, though single readings can be large or run the other way; also: potency is read from the fitted curve at half-maximal effect; % of control where 0% means no effect
Target sequence (Q99816 whole entry, looked up): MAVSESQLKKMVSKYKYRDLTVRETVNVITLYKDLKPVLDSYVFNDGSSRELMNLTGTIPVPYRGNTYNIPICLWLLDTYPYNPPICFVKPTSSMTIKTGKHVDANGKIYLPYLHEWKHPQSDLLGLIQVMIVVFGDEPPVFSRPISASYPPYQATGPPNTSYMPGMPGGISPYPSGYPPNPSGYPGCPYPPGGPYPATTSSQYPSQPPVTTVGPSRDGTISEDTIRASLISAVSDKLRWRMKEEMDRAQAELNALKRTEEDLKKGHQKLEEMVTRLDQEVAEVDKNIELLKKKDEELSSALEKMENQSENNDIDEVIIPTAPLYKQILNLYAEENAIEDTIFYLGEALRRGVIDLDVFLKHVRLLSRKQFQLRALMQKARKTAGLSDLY
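Compounds were pin-transferred onto Tsg101 binding domain (10 uM final) in HEPES pH 7.5 buffer, then FITC-PTAP peptide was added at 50 nM final. After 20 min at RT, polarization reported peptide displacement across a qHTS concentration series.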
TCR activator – T cell receptor activation. Potency, µM (series often up to 9.22 µM), for the others: at the highest dose activation of IL-2 secretion, usual class: activators. 330,000 tested, under 10 active. primary human leukocytes, anti-CD3, IL-2 HTRF, 48 h; also: % of control where 0% means no effect
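Activity was scored as IL-2 release from primary human leukocytes given only a TCR signal (a-CD3 beads) plus compound for 48 hr. Detection used a two-antibody HTRF format read at 665nm.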
uPA surface inh – inhibitors of cell surface uPA generation. 330,000 compounds, 0.31% hits. AID 540303. Potency, µM (titrated, usually from 38.3 µM), inactives show top-dose activity change, negative = inhibition, most hits filed as inhibitors. cell surface uPA generation assay, qHTS; active = well fitted inhibition curve with a large enough effect; inconclusive = small, poorly fitted or top-dose-only effect; inactive = no such curve, though single readings can be large or run the other way; tested in mouse RAW 264.7 cells; also: potency is read from the fitted curve at half-maximal effect; % is scaled to controls: 0 for no effect and ±100 for the full control effect; nearly all actives have a fitted effect of over 55% in size
Tb PFK inh – T. brucei PFK enzyme inhibition. O15648. T. brucei PFK, ADP-Glo luminescence. Potency, µM (series often up to 57.5 µM), without a hit: top-dose activity, negative = inhibition, actives largely listed as inhibitors. 330,000 compounds, 0.17% hits. AID 485367;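 also: potency is read from the fitted curve at half-maximal effect; 0% = uninhibited 1x PFK enzyme wells and -100% = no-enzyme wells; nearly all actives have a fitted effect of over 60% in size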
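Luminescent ADP detection (ADP-Glo, two-step: ATP depletion then ADP-to-ATP conversion for luciferase) reported PFK activity after 45 min room-temperature reaction of 1.25 nM enzyme with 0.5 mM F6P and 0.1 mM ATP at pH 8.0.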
B2AR arrestin – agonists driving beta-arrestin recruitment to human beta2-adrenergic receptor. 330,000 compounds, 0.02% hits. beta-arrestin recruitment to beta2AR, cell-based reporter. Potency, µM (titrated, usually from 46.1 µM), without a hit: at the top dose activation, hits mostly activators. AID 492947. P07550;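 also: potency is read from the fitted curve at half-maximal effect; 0% = DMSO controls and full agonism = EC100 isoproterenol or metaproterenol; nearly all actives have a fitted effect of over 65% in size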
TSHR antag – human thyrotropin receptor antagonism; 330,000 compounds, 0.2% hits; activity change, negative = inhibition, % at 11.5 µM; TSHR-expressing cells, TSH-stimulated cAMP HTRF, 2 h; hits give low values;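 active = activity change below a set negative limit, meaning inhibition stronger than a set level, cut at about -70% in these data; inconclusive = activity change between two set negative limits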; also: % is scaled to controls: 0 for no effect and ±100 for the full control effect
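TSHR-expressing cells, 200/well, pre-treated with compound, then stimulated with EC80 TSH (4nM final) for 2 hours at 37 deg C. cAMP measured by competitive HTRF: anti-cAMP cryptate antibody in lysis buffer plus cAMP-d2, read after 30 minutes at room temperature.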
BCR signal inh – inhibitors of chronic active B-cell receptor signaling. Potency, µM (top dose mostly 46.1 µM), for the others: top-dose ratio change, negative = lower green/red ratio, most hits filed as inhibitors. ABC-DLBCL IkBa-CBG/CBR reporter, luminescence ratio, 4 h. 340,000 compounds, 0.05% hits; active = well fitted inhibition curve with a large enough effect in the signal ratio, with a control signal flat, not every such curve was filed as active; inconclusive = small, poorly fitted or top-dose-only effect, or effect the other way, or a change in a side signal; the % refers to the signal ratio;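 also: potency is read from the fitted curve at half-maximal effect; plate controls were basal doxycycline-induced cells for no effect and cells given 10 µM MG132 for full effect; MG132 reads +100%, hits lower the ratio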
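Concentration-response series (up to 46 uM) were applied to TMD8 dual-reporter cells for 4 h at 37C with doxycycline. Green/red ratio, after filter-overlap correction, defined %Activity; red signal alone was normalised to basal cells and zero luminescence.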
USP2a block – inhibitors of human ubiquitin-specific protease USP2a. O75604. USP2 core, Ub-CHOP2 coupled fluorogenic reporter, 485/531. Potency, µM (doses to about 38.3 µM), inactives show at the highest dose activity change, negative = inhibition, hits mostly inhibitors. 330,000 compounds, 0.01% hits;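 also: potency is read from the fitted curve at half-maximal effect; plate controls were DMSO wells for no effect and full inhibition by NEM control for full effect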
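Cell-free coupled assay: 10nM USP2 core preincubated 30min RT with compound in Tris-HCl pH 8.0/CaCl2/CHAPS buffer, then 25nM Ub-CHOP2 and 25nM reporter substrate; fluorescence (Ex 485/Em 531) read after 60min RT, normalized to NEM inhibition, concentration-response curves fitted.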
An asterisk follows results filed as active; ? = inconclusive; nt = no result given; [ ] = dose if it differs, or a comment. Unless noted, calls follow the shape of the dose curve; as a rule, active = well fitted curve in the direction sought with a large enough effect; inconclusive = small, poorly fitted or top-dose-only effect, or another doubt; inactive = no such curve, though single readings can be large; an effect the other way counts as inactive or inconclusive.

SMILES	Mito fusion yeast	ELG1 repair inh	Eya2 inh	TSG101-PTAP inh	TCR activator	uPA surface inh	Tb PFK inh	B2AR arrestin	TSHR antag	BCR signal inh	USP2a block
CN1CCN(S(=O)(=O)c2ccc(C3CCCCC3)cc2)CC1	-2%	15%	-3%	3%	2%	-11%	0%	-0.5%	18	0%	-1%
CN(C)S(=O)(=O)c1ccc(Cl)c(NC(=O)COC(=O)CCSc2ccccc2)c1	2%	16%	-2%	-1%	-4%[46.1 µM]	-6%	0%	-0.4%	1	?	4%
O=C(NCc1ccccc1)C1=C[C@@H](C2CC2)C[C@@H](OCCCCO)O1	-2%	2%	9%	1%	-2%	-7%	-1%	4.5%	9	8%	1%
CCc1nc(-c2ccccc2)cc(=O)[nH]1	-3%	1%	-5%	-4%	nt	-2%	0%	0.2%	0	-4%	1%
COc1ccc(CN(C2CCCC2)S(=O)(=O)c2ccc(-n3cnnn3)c(OC)c2)cc1OC	-2%	?	4%	-9%	6%	-9%	8%	-0.5%	-3	-8%	-1%
Cc1nc2ccc(NS(=O)(=O)c3ccc(F)c(F)c3F)cc2s1	nt	?	7%	-2%	-14%	-9%	6%	-0.6%	-7	1%	2%
CCOC(=O)C(C)Oc1cccc2c(=O)n(CC(=O)NCc3ccc4c(c3)OCO4)ccc12 (configuration not stated)	nt	?	0%	-6%	-5%	?	-4%	-0.5%	5	?	0%
Cc1cccc(N2CCN(C(=O)c3cn(C)c(=O)c4c3c3ccccc3n4C)CC2)c1C	19%	23µM*	-4%	-3%	0%	nt	5%	-0.6%	3	1%	-9%
Cc1ccc(NC(=O)c2ncn(CC(=O)NCc3ccccc3)n2)cc1C	nt	?	2%	-3%	2%[46.1 µM]	?	2%	-0.3%	0	1%	3%
CCOC(=O)COc1ccc(C2NC(C(=O)O)CS2)cc1 (configuration not stated)	-10%	14%	-11%	0%	-1%	5%	-3%	0.0%	-2	?	2%
COc1ccc(NC(=O)CCn2cccc2)cc1	1%	19%	16%	-3%	-5%	5%	0%	-0.1%	6	?	-1%
Cc1ccc(C(C[N+](=O)[O-])c2c(-c3ccccc3O)[nH][nH]c2=O)cc1 (configuration not stated)	4%	-4%	-10%	-1%	4%[46.1 µM]	0%	23%	-0.3%	7	?	1%
COc1ccc(COc2cc(-c3cccc(OC)c3)nc3ccc(NC(=O)C(C)C)cc23)cc1	0%	?	9%	0%	-5%	7%	-5%	-0.7%	5	0%	2%
CC(=O)Nc1nnc(CCS(=O)(=O)c2ccc(Cl)cc2)s1	1%	-3%	4%	0%	-4%	-1%	-7%	0.1%	13	-7%	4%
O=C(Nc1nnc(SCc2ccc(F)cc2)s1)c1cnccn1	-3%	-7%	-8%	0%	2%	-3%	-16%	0.5%	28	8%	-2%
CC(C)[C@H](NC(=O)OCc1ccccc1)C(=O)OCC(=O)N1CCN(c2ccccc2)CC1	-3%	-1%	-1%	2%	-5%	-1%	-5%	-0.1%	-10	1%	2%
COc1cc(/C=N/NC(=O)c2cc[n+]([O-])cc2)ccc1O	-9%	3%	-10%	-6%	0%	-2%	0%	-0.8%	34	2%	-1%
Cc1ccc(-n2c(C)cc(/C=N/NC(=O)c3ccncc3)c2C)cc1C	-1%	-9%	-29%	-1%	-3%	-2%	2%	2.1%	2	-3%	1%
CS(=O)(=O)N1CCCC(C(=O)NCCCN2CCN(Cc3ccccc3)CC2)C1 (configuration not stated)	1%	10%	8%	-8%	6%	2%	2%	-0.4%	-24	-1%	2%
COc1ccc2nc3oc(C(=O)NC4CCN(Cc5ccccc5)CC4)cc3cc2c1	2%	?	-1%	-6%	3%[46.1 µM]	-1%	-1%	3.6%	6	0%	1%
Cn1cccc1Cc1nnc(SCC(=O)Nc2ccc(F)cc2F)n1-c1ccc(F)cc1	3%	-7%	-1%	-1%	1%	4%	-2%	0.0%	12	-10%	0%
CCc1cc2c(=O)c(-c3nc4ccccc4n3C)c(C(C)C)oc2c(CN2CCN(C)CC2)c1O	0%	?	-25%	-4%	2%[46.1 µM]	nt	-2%	-0.9%	-16	13%	-5%
O=[N+]([O-])c1ccc(CNc2cccc(Cl)c2)s1	3%	?	-2%	-3%	-1%	-8%	7.6µM*	0.1%	-10	1%	-1%
Cc1ccc2c(CN3CCCc4ccccc43)cc(=O)oc2c1C	6%	?	-39%	0%	0%	-12%	-6%	0.1%	22	15%	-1%
O=C(O)CCN1C(=O)C2C3C=CC(C2C1=O)C1C(=O)N(CCC(=O)O)C(=O)C31 (configuration not stated)	-6%	13%	-3%	-1%	-5%	4%	0%	-0.2%	1	-5%	-2%
CCCCCCOc1ccc(OC(=O)c2cccnc2)cc1	-9%	?	-7%	-4%	6%	?	2%	0.2%	23	?	-1%
O=S(=O)(c1ccc2nc(N3CCN(c4ccc(F)cc4)CC3)ccc2c1)N1CCCCC1	-2%	-4%	0%	0%	-3%	2%	1%	0.1%	-6	-2%	4%
CSc1cc(-c2ccc(Cl)cc2)c(C(=O)NC(C)C)s1	3%	?	-10%	-7%	0%	-8%	0%	0.2%	9	27%	0%
CCN(CC)S(=O)(=O)c1cc(NC(=O)Cn2cnc3ccccc3c2=O)ccc1C	-4%	?	5%	-2%	-1%	0%	1%	-1.0%	-5	2%	0%
O=[N+]([O-])c1cc(S(=O)(=O)N2CCCC2)ccc1N/N=C1/CCCc2ccccc21	1%	-19%	-4%	-1%	0%[46.1 µM]	7%	1%	-0.6%	22	0%	4%
COc1ccccc1Oc1nc(-c2cccnc2)nc2ccccc12	4%	7%	2%	-1%	1%	2%	1%	-0.1%	-8	16%	-1%
COc1cccc(NC(=O)CSc2nc3ccccc3c(=O)n2Cc2cccs2)c1	9%	?	-3%	-2%	5%[46.1 µM]	13%	-1%	3.1%	39	?	3%
O=C(O)C1CCCCC1C(=O)Nc1nccs1 (configuration not stated)	-4%	1%	3%	-5%	17%	2%	-7%	4.7%	0	7%	-2%
COc1cc(/C=c2\s/c(=C(/C#N)C(=O)N3CCCC3)n(-c3ccccc3)c2=O)ccc1O	-1%	?	-8%[15.4 µM]	0%	0%	1%	-4%	-0.1%	3	3%	2%
CC(NC(=O)c1ccc(Cl)s1)C1CCCO1 (configuration not stated)	0%	6%	9%	-1%	0%	nt	2%	-0.3%	-1	?	0%
Cc1[nH]c2ccccc2c1/C=C/c1nc2ccccc2c(=O)n1-c1cccc([N+](=O)[O-])c1	-2%	2%	2%	-3%	-6%[46.1 µM]	7%	-1%	0.3%	-1	-1%	2%
CCCn1ccc2c(OCC(=O)Nc3ccc(NC(C)=O)cc3)cccc2c1=O	-2%	-15%	-6%	-2%	10%	-2%	-22%	7.3%	-7	?	0%
Cc1cccc(OCc2nc3c4c(ncn3n2)-c2ccccc2CC42CCCC2)c1	4%	?	-7%	0%	5%[46.1 µM]	10%	0%	-0.5%	8	0%	0%
CCN1CCN(Cc2c(C(=O)N/N=C(\C)c3ccc(Cl)c(Cl)c3)nnn2-c2nonc2N)CC1	-11%	1%	-15%	nt	nt	nt	1%	-0.8%	12	3%	0%
CCn1c2ccccc2c2cc(NC(C)=O)ccc21	-2%	-1%	-5%	-1%	2%	1%	-7%	-0.4%	3	?	4%
CSc1nnc(N2C(=O)C(O)=C(C(=O)c3ccco3)C2c2ccc(F)cc2)s1 (configuration not stated)	0%	?	20%	-7%	25%	18%	-4%	1.7%	-13	13%	4%
Cc1c(C)c2ccc(OCC(=O)N3CCN(c4ccc(F)cc4)CC3)c(C)c2oc1=O	-6%	-2%	-6%	-5%	4%	1%	-1%	0.5%	-10	3%	1%
CS(=O)(=O)N(Cc1ccccc1)c1ccc(C(=O)Nc2ccc3c(c2)OCO3)cc1	-6%	?	-7%	-15%	-4%	4%	3%	3.1%	21	?	1%

Bioassay records (PubChem BioAssay)

Outcome played no part in choosing rows. About 3% of those tested had a hit in this group.
